# NR2E3 ag-1: activates human NR2E3 receptor; inhibition of corepressor binding, % at 3.98 µM; Q9Y5X4; CHO-S Gal4-NCOR/VP16-NR2E3 two-hybrid, luciferase; hit rate 0.35% among 360,000; AID 602229;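 active = inhibition above the mean of all tested compounds plus 3 SD, cut at about 70% in these data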;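 also: 0% = DMSO with NR2E3 transfected cells and 100% = cells lacking NR2E3 construct; higher means lower luciferase signal from less NR2E3 corepressor binding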
# Target sequence (Q9Y5X4 whole entry, looked up, the tested form may be a part): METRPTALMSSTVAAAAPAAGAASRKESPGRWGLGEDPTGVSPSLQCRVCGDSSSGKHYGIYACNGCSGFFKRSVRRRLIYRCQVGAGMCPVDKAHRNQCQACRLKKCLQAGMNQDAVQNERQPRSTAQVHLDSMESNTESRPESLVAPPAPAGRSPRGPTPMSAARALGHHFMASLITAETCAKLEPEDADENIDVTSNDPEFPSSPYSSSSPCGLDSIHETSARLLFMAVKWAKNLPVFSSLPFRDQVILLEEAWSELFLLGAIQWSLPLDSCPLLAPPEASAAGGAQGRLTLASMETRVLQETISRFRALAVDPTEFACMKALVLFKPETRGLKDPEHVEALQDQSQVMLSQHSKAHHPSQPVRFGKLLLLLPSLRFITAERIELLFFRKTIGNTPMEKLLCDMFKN
# HIF-2a inh: blocks HIF-2a reporter activity; hit rate 0.72% among 360,000; AID 624352; inhibition, % at 18.8 µM; 786-0 RCC cells HIF-2a reporter, luciferase luminescence, overnight;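 active = inhibition of the luminescence signal of 40% or more relative to plate controls, in a single-dose primary screen at 18.75 µM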
# CF NFkB inh: inhibitors of cystic fibrosis induced NF-kB. KKLEB NF-kB-GFP reporter, PAF-induced, GFP fluorescence overnight. inhibition, % at 5 µM. hit rate 0.86% among 360,000. AID 588850;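 active = at least 50% inhibition at 5 µM, scaled per plate between neutral and stimulator controls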;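 also: PAF is a Pseudomonas aeruginosa culture filtrate used as stimulus; plate controls were PAF-stimulated DMSO wells for no effect and unstimulated DMSO wells for full effect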
# iPSC survival up: increases survival of single human iPS cells. hiPSC single-cell survival, ATPlite luminescence; 100% = ROCK inhibitor wells, 0% = DMSO. survival enhancement, % at 20 µM. hit rate 0.044% among 360,000; in the data active = survival enhancement above about 18%;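 also: cells exposed to compounds for 16 hours before the ATP read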
# Shn3 inh set2: inhibitors of Schnurri-3 3'UTR reporter in osteoblasts | Clone20 osteoblast Shn3 3'UTR firefly luciferase, 24 h | inhibition, % at 12.5 µM | hit rate 0.52% among 360,000;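 active = mean inhibition of at least 75% with every replicate also reaching 75%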;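 also: 0% = median of neutral control wells and 100% = pilot-screen positive control compound; some compounds past the cut are filed as inactive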
# Peg3 promoter: inhibitors of Peg3 promoter; AID 588405; HeLa PEG-Prom luciferase reporter, luminescence, overnight; hit rate 1.7% among 360,000; inhibition, % at 20 µM;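 active = inhibition of at least 50% at 20 µM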
# LMP1 NFkB inh: inhibitors of Epstein-Barr LMP1-induced NF-kappaB reporter; inhibition, % at 12.5 µM; LMP1-induced NF-kappaB luciferase reporter cells, luminescence; hit rate 0.69% among 350,000; in the data active = inhibition above about 41%;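 also: 0% = neutral control wells and 100% = reference inhibitor control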
# TRPM1 prom inh: MITF TRPM1 promoter inhibition in SK-MEL-5 cells; inhibition, % at 12.5 µM; SK-MEL-5 TRPM1 promoter luciferase, 24 h; hit rate 0.83% among 330,000; AID 488899;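 active = mean inhibition across replicates of 60% or more, whatever share of single replicates reaches that level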; also: values of inactives mirror those of a sister screen read the other way
# KKLEB cytotox: CF airway cell cytotoxicity counter-screen; activity change (cytotoxicity), % at 5 µM; hit rate 0.36% among 360,000; KKLEB CF airway cells viability, ATPlite luminescence, overnight; hits give low values; cells stimulated with P. aeruginosa culture filtrate; AID 602141;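 active = corrected activity change at or below -50% at 5 µM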
# NR2E3 ag-2: NR2E3 (human) agonism | hit rate 0.12% among 320,000 | AID 2300 | GST-NR2E3/biotin-RetCOR TR-FRET, 1536-well | inhibition of corepressor binding, % at 4.78 µM;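 active = percent inhibition above the cutoff of mean plus 3 SD of all tested compounds, set per screening campaign, cut at about 20% in these data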;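 also: 0% = DMSO wells and 100% = biotin wells as full block of FRET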
#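 Assay system: NR2E3–RetCOR corepressor complex. Quantity: 1.35 nM GST-NR2E3. Buffer or medium: pH 7.5 Tris-based buffer. Reagent: biotinylated RetCOR corepressor at 7 nM final. Schedule: 5 h at 4 °C. Detection: TR-FRET, emission read at 617 and 671 nm. Replicates: one well per compound, singlicate testing.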
# TRAIL sens C8: caspase-8 TRAIL sensitization. NB7+C8 cells + TRAIL, ATPlite viability luminescence. hit rate 1% among 360,000. inhibition (viability loss, TRAIL sensitization), % at 10 µM;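 active = compounds causing at least 50% loss of cell viability in the single-dose screen, relative to plate controls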
# * marks the source's active call; other numbers are inactive results; . = no result given. An excerpt (hit frequency here may not be typical).
# Sample of the layout:
SMILES,NR2E3 ag-1,HIF-2a inh,CF NFkB inh,iPSC survival up,Shn3 inh set2,Peg3 promoter,LMP1 NFkB inh,TRPM1 prom inh,KKLEB cytotox,NR2E3 ag-2,TRAIL sens C8
Cn1c(CNc2cccc(C(F)(F)F)c2)n[nH]c1=S,-28,7,-2,-0.9,0,0,6,2,-8,-1,3
O=[N+]([O-])c1ccc(Cl)cc1N1CCCCC1,-9,9,-1,0.8,2,4,3,-5,7,1,-5
O=C(NC(=S)NCCN1CCOCC1)c1ccccc1Br,-18,11,8,1.2,2,3,0,1,-1,-1,6
COc1cc(/C=N/N2CCN(c3ccc(Cl)cc3)CC2)cc(OC)c1OC(C)=O,4,-5,-18,-0.1,1,-4,12,36,0,5,8

# Main list (from the top)
SMILES,NR2E3 ag-1,HIF-2a inh,CF NFkB inh,iPSC survival up,Shn3 inh set2,Peg3 promoter,LMP1 NFkB inh,TRPM1 prom inh,KKLEB cytotox,NR2E3 ag-2,TRAIL sens C8
Cn1c(CNc2cccc(C(F)(F)F)c2)n[nH]c1=S,-28,7,-2,-0.9,0,0,6,2,-8,-1,3
O=[N+]([O-])c1ccc(Cl)cc1N1CCCCC1,-9,9,-1,0.8,2,4,3,-5,7,1,-5
O=C(NC(=S)NCCN1CCOCC1)c1ccccc1Br,-18,11,8,1.2,2,3,0,1,-1,-1,6
COc1cc(/C=N/N2CCN(c3ccc(Cl)cc3)CC2)cc(OC)c1OC(C)=O,4,-5,-18,-0.1,1,-4,12,36,0,5,8
O=C(CCC(=O)NNC(=O)c1ccc([N+](=O)[O-])cc1)NCc1ccccc1,1,13,-4,-0.2,17,-21,6,-9,1,2,2
S=C(NCCc1ccncc1)Nc1ccccc1,-17,1,4,-0.4,7,3,-5,-5,-6,4,7
CCCc1[nH]nc2c1C(c1ccc(Br)s1)C(C#N)=C(N)O2 (centres undefined),-15,81*,10,-4.6,6,38,-2,38,3,-5,14
O=C(CSc1nnnn1-c1ccccc1)NCc1ccco1,7,-10,5,-3.5,4,3,-8,-10,2,-3,-4
Cc1ccc2cccc(NC(=S)NC(=O)c3ccccc3)c2n1,-48,-38,-15,-1.4,5,-28,5,16,-11,-2,8
O=C(NCCOc1ccc(F)cc1)C1CCC(=O)N(Cc2ccc(Cl)cc2)C1 (centres undefined),2,-10,-23,1.9,7,-8,0,.,-2,.,0
c1ccc(-c2cccs2)nc1,-16,6,-2,-0.8,26,3,6,-1,8,-2,-4
O=S(=O)(NCC1CCN(S(=O)(=O)c2ccccc2)CC1)c1ccccc1,-22,10,4,-2.1,8,6,10,0,11,1,6
CO/N=C/C(=N\Nc1ccc(C)cc1)C(=O)c1ccc(OC)cc1,-8,11,8,-4.0,26,26,6,41,-18,3,5
Cc1cc(=O)oc(C)c1C(=O)NCCC(C)C,-16,10,-4,-1.4,-4,5,1,-3,-5,-1,0
O=C(Nc1ccccc1C(F)(F)F)c1ccsc1,-30,6,-15,-0.3,-22,9,-4,-12,6,1,8
CCC(C)(C)n1nnnc1C(c1ccncc1)N1CCC(Cc2ccccc2)CC1 (centres undefined),17,6,8,-4.4,1,22,2,14,0,-1,18
CN(CC(=O)Nc1c(Cl)cccc1Cl)C(=O)c1cc2ccccc2cc1O,29,9,4,0.0,14,17,0,-10,0,-1,-19
Cc1cc(C)c(C)c(S(=O)(=O)Nc2ccc(C(=O)N3CCCC3)cc2)c1C,-20,19,-22,0.2,-17,31,-11,3,1,0,11
O=C(CCc1ccccc1)NC1CCCc2ccccc21 (centres undefined),-30,20,-1,0.1,-49,22,-8,2,0,4,-30
COc1ccccc1OCC(=O)NCCNC(=O)COc1ccccc1OC,-2,-4,9,1.1,2,2,1,-3,-15,-6,-4
C[C@H]1O[C@@H](O[C@H]2CC[C@@]3(C)C(CC[C@]4(C)C3C=CC3=C5CC(C)(C)CC[C@]5(CO)[C@H](O)C[C@]34C)[C@]2(C)CO)[C@H](O)[C@@H](O[C@@H]2O[C@H](CO)[C@@H](O)[C@H](O)[C@H]2O)[C@H]1O (some centres undefined),-36,-5,17,0.5,-14,-56,-1,10,-8,.,0
CCOc1ccc(S(=O)(=O)NC(C)C(=O)NC2CCCC2)cc1 (centres undefined),-4,1,-6,-0.3,0,8,1,0,2,3,0
COCCn1nnnc1C(c1ccc(O)c(OC)c1)N1CCc2ccccc2C1 (centres undefined),-38,0,-2,8.0,-5,7,-12,1,9,-1,-11
OCCC1CN(Cc2cccn2-c2ncccn2)CCN1CCc1ccccc1 (centres undefined),-10,18,3,-0.4,-8,18,-3,-5,-9,-1,7
CCOC(=O)C1=C(COC(=O)c2cc(OC)c(OC)c(OC)c2)NC(=O)NC1C (centres undefined),-13,11,28,0.0,-6,6,-11,16,-10,1,6
SMILES,NR2E3 ag-1,HIF-2a inh,CF NFkB inh,iPSC survival up,Shn3 inh set2,Peg3 promoter,LMP1 NFkB inh,TRPM1 prom inh,KKLEB cytotox,NR2E3 ag-2,TRAIL sens C8
CCOc1ccccc1NC(=O)CCNC(=O)N1CC(=O)Nc2ccccc21,-25,5,-15,-2.4,-29,11,0,.,7,.,-3
Cc1ccc(-c2c[n+](=O)c3c(n2[O-])CCC3)cc1,9,14,13,0.0,71,7,-2,-4,-4,-3,-6
Cc1cc(=O)[nH]c2c1c(-c1ccccc1)nn2C,-4,13,5,2.8,7,-4,4,-5,-5,4,-11
COC(=O)COc1ccc(C2Nc3c(Cl)ccc(C(=O)O)c3C3C=CCC32)cc1 (centres undefined),-34,7,-5,-2.4,-5,9,-7,4,17,5,-8
CCOc1ccc2nc(NC(=O)Nc3ccccc3)sc2c1,-111,-255,3,-1.7,-27,-343,-65,-58,0,0,16
COc1ccc(N2CCN(CC(=O)NC(=O)NC(C)(C)C)CC2)cc1,-10,20,14,-0.5,3,17,-10,4,-2,4,-25
CC(NC(=O)COc1ccc(N(C)S(=O)(=O)c2ccccc2)cc1)c1ccccc1 (centres undefined),-1,9,2,-0.4,5,4,-7,6,5,-2,-5
CCOc1ccc(C(=O)N2CCCC2C(=O)O)cc1 (centres undefined),15,8,-11,1.0,22,14,-1,-5,0,6,0
Cc1csc(NC(=O)c2ccc(-c3ccc(Cl)cc3Cl)o2)n1,-22,-38,24,1.6,1,11,5,1,-20,-4,24
Cc1cc(C(=O)NN=C2C3CC4CC(C3)CC2C4)c2ccccc2n1,-46,4,-11,0.6,2,17,-10,11,9,5,3
CC(CC1C(C#N)=C(N)OC2=C1C(=O)CCC2)c1ccccc1 (centres undefined),-8,-1,-8,-0.4,-2,-1,-6,-2,-5,2,3
CC(NC(=O)c1ccco1)c1ccc2c(c1)OCO2 (centres undefined),-33,10,-6,0.2,2,1,-2,-3,5,5,-3
N#Cc1c(N)n(-c2cccc(O)c2)c2nc3ccccc3nc12,-34,-5,-11,0.1,-6,-14,-1,-21,-3,-3,-12
CCCCNC(=O)c1ccc2c(c1)N(CC)C(=O)CS2,-26,1,-12,0.5,7,6,6,3,1,1,5
Cc1ccc(S(=O)(=O)NCc2c(-c3ccccc3)noc2C)cc1,11,12,-15,-0.5,15,8,-9,6,0,-1,2
COc1ccc(/C=C/C(=O)Nc2nc(C)c(C(=O)N(C)C)s2)cc1,-33,-11,-18,-1.4,25,-4,5,2,6,2,3
CCCOc1ccc(/C=C/C(=O)O)cc1OC,-3,9,-5,0.3,-25,2,-3,5,14,-2,3
CCN(CC)CCNc1nc(-c2ccccc2)nnc1C(F)(F)F,-12,-1,-8,1.5,-16,6,0,-11,2,1,7
COCCCN1Cc2cccc(C(=O)O)c2C1=O,-27,0,-20,0.7,-5,12,-5,.,-10,3,-9
Cc1ccc2c(c1)nnn2C1CCN(S(C)(=O)=O)CC1,0,8,1,7.8,-39,4,-8,-5,-6,-3,-17
Cc1ccc(NC(=O)COC(=O)C2=COCCO2)c([N+](=O)[O-])c1,-2,19,-3,0.9,-8,17,4,5,-12,-2,16
C=CCn1c(O)c(/C=C2\C=NN=C2c2ccccc2)sc1=S,2,-15,29,-0.1,-34,21,0,-11,8,-4,8
CCc1ccc([C@H]2[C@@H]3C(=O)C[C@@H]4C(=O)N(c5ccccc5)C(=O)[C@@H]4[C@@H]3CN2S(=O)(=O)c2ccc(C)cc2)cc1,3,-3,-16,-1.3,1,17,.,.,-6,.,86*
O=C(NCCc1ccccc1)c1c(F)cccc1F,-133,-128,-10,-0.3,-4,-189,-6,-36,16,3,7
CCCCOc1ccc(/C=C(\C(=O)O)c2ccc(S(=O)(=O)N3CCCC3)s2)cc1,-12,1,16,1.0,-16,16,3,6,-4,.,0
SMILES,NR2E3 ag-1,HIF-2a inh,CF NFkB inh,iPSC survival up,Shn3 inh set2,Peg3 promoter,LMP1 NFkB inh,TRPM1 prom inh,KKLEB cytotox,NR2E3 ag-2,TRAIL sens C8
CC1CCCN(C(=O)CSc2nnc(-c3ccc(O)cc3)o2)C1 (centres undefined),-32,-46,15,-0.6,-20,-14,-12,-14,-4,2,17
CNC(=O)c1ccsc1NC(=O)CCS(=O)(=O)c1ccc(F)cc1,4,1,7,0.6,8,-14,14,6,-2,2,0
CCN(CC)S(=O)(=O)c1cccc(-c2nnc(SCc3nc4ccccc4s3)o2)c1,-68,-197,10,-1.6,-8,-138,-20,-17,-10,-4,2
CC(C)CCOC(=O)C[N+](C)(C)CCOC1CC2CCC1(C)C2(C)C (centres undefined),-13,20,27,-0.2,69,10,6,11,-30,1,7
Cc1cc(/C=N/Nc2ccc([N+](=O)[O-])cn2)c(C)n1-c1cccc(C(=O)O)c1,-38,-3,0,0.4,8,-6,-5,-1,12,1,2
COc1cccc(CN(C)S(=O)(=O)c2cccs2)c1,-19,-17,-2,-0.3,2,-1,-2,-7,-5,2,-9
CCOc1ccc(N(CC(=O)Nc2cc(C)ccc2C)S(=O)(=O)c2c(C)[nH]c(=O)[nH]c2=O)cc1,-5,18,10,0.1,.,5,-2,1,-9,3,-15
COC(=O)C(C)Oc1ccc2c3c(c(=O)oc2c1)CCCCC3 (centres undefined),-7,19,-2,2.3,-4,0,5,-4,-6,1,7
Cc1ccc(C)c(NC(=O)C2Cc3ccccc3CN2C(=O)OCc2ccccc2)c1 (centres undefined),-11,2,11,-3.5,1,2,-9,-5,6,3,3
COc1cc(C(=O)NC(=S)Nc2ccccc2N2CCCC2)cc(OC)c1OC,-3,-27,10,0.4,28,13,.,3,9,2,5
O=C(N/N=C/c1c(O)n(-c2ccc(Cl)cn2)c(=O)c2ccccc12)C1CC1,-12,-5,-2,-1.2,25,5,-2,1,0,-3,26
COC(=O)c1cc(OC)c(OC)cc1NC(=O)c1ccc(Br)o1,2,-6,-22,0.5,4,-8,8,-2,-5,1,-2
COc1ccc(Cc2nc3ccccc3n2CC(=O)N/N=C/c2ccc(C)cc2O)cc1OC,-26,17,4,-1.1,20,16,13,5,-5,-1,-3
COC1CC(C)C(OC)c2cc(O)cc(c2O)NC(=O)C(C)=CC=CC(C)C(OC(N)=O)C(C)=CC(C)C1OC (centres undefined),3,29,40,-4.0,-1,57*,48*,72*,2,.,-15
